ABCB6 inh 2: ABCB6 transporter inhibitors, primary screen, K562-ABCB6 cells, flow cytometry, MLPCN library | fluorescence ratio to DMSO, % at 10 µM | ATP-binding cassette sub-family B member 6 (Homo sapiens), Q9NP58 | K562-ABCB6 porphyrin accumulation, 1 h; hits give low values | AID 602162, 2011 | 0.19% of 360,000 active;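 active = fluorescence ratio to DMSO below 75%, the collection mean minus 3 SD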;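 also: signal is porphyrin accumulated inside mitochondria; 100% equals median channel fluorescence of DMSO control wells; lower ratio means ABCB6 inhibition with less porphyrin fluorescence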
ABHD5 PLIN5 PPI: ABHD5-PLIN5 interaction inhibitors, primary screen, cell lysate, split luciferase complementation, luminescence; 0.78% of 360,000 active; AID 602281, 2012; Perilipin-5 (Homo sapiens) + 1-acylglycerol-3-phosphate O-acyltransferase ABHD5 (Homo …; Split G. princeps luciferase complementation, 4 h; inhibition, % at 4 µM;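 active = inhibition above the mean inhibition across every tested compound plus 3 SD, cut at about 22% in these data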;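 also: 0% = DMSO only wells and the 100% control is not disclosed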
Target sequence (Q00G26 whole entry, looked up): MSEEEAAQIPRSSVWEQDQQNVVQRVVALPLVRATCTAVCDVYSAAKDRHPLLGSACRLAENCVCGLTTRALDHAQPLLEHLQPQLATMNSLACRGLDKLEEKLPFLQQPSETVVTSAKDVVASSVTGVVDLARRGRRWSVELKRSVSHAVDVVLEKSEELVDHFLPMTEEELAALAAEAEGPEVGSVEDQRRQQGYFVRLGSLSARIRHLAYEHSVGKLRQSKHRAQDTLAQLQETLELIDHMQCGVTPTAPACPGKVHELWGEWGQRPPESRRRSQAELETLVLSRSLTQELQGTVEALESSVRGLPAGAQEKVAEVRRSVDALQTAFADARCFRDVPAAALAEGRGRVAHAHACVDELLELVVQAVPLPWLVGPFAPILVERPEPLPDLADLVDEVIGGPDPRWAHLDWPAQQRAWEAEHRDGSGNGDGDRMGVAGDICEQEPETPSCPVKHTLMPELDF
Target sequence (Q8WTS1 whole entry, looked up): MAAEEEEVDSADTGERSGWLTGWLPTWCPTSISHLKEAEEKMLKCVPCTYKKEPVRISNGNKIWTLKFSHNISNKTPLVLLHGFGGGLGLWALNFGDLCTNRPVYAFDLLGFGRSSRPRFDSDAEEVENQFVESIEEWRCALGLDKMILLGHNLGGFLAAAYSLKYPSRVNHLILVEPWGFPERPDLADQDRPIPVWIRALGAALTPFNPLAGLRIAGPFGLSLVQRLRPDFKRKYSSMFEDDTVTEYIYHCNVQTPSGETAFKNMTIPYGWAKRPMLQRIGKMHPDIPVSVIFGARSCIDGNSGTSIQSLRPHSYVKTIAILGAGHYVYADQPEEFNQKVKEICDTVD
N-glyco inh: increase of ERlucT glycosylation luciferase signal, primary screen, N-linked glycosylation inhibitor project, D54 ERlucT cells, luminescence, set 2 | D54 ERlucT glycosylation luciferase reporter, 24 h; percent of 100 nM tunicamycin response | reporter increase, % at 12.5 µM | 0.23% of 360,000 active | AID 588692, 2011;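 active = mean luciferase reporter signal, scaled so untreated is 0 and the glycosylation-blocking control 100, at or above a set limit in every replicate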;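 also: luciferase carries N-glycosylation sites so blocking glycosylation raises the light; 0% = median of neutral control wells and 100% = median of 100 nM tunicamycin wells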
MC4R antag cAMP: MC4R antagonists of cAMP signaling, primary screen, cell-based, TR-FRET, antagonist arm of biased-ligand search | Melanocortin receptor 4 (Homo sapiens), P32245 | inhibition, % at 6.5 µM | 0.48% of 360,000 active | AID 540295, 2011 | MC4R-expressing cells, MTII-stimulated cAMP, LANCE TR-FRET;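 active = inhibition above its plate's cutoff, the mean of tested wells on that plate plus 3 SD, cut at about 29% in these data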;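 also: 0% = Melanotan II alone and 100% = Melanotan II plus saturating MCL0020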
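system = U2OS cells with stable human MC4R expression | also added = Melanotan II challenge after compound preincubation | dosing = one concentration, 6.5 µM nominal | incubation = compound 30 min, challenge 1 h, detection 1 h | measured by = TR-FRET with Eu-cAMP and labeled anti-cAMP, 671 nm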
Exocytosis inh: LAMP-1 surface exposure blockers, TALL-104 cells – cell-based, flow cytometry, MLPCN library, primary screen. AID 651702, 2012. inhibition, % at 10 µM. 0.66% of 360,000 active. TALL-104 LAMP-1 surface exposure; cells stimulated with thapsigargin and PMA;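 active = inhibition above about 55%, limit read from the data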
H9c2 protect: cardioprotection against H2O2-induced cell death, primary screen, uHTS, H9c2 cells, ATPLite luminescence | protection from H2O2 cell death, % at 20 µM | H9c2 cardiomyocytes, H2O2 injury protection, 2 h | AID 588492, 2011 | 0.63% of 360,000 active;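 active = compounds giving at least 50% protection of heart cells from peroxide-induced death in the single-dose screen, raw or plate-pattern-corrected value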;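 also: 0% = DMSO wells with peroxide and 100% = DMSO wells without peroxide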
aDG glyco up: activators of alpha-DG glycosylation, primary screen, uHTS, Pro5-aDG cells, AlphaScreen. alpha-DG glycosylation AlphaScreen (IIH6); 0% Pro5, 100% B10-LARGE cell signal. activation, % at 10 µM. 0.22% of 360,000 active. AID 624168, 2012;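 active = activation of at least 8% versus controls, or a plate z-score of at least 8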;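 also: Pro5 are CHO cells carrying HIG-tagged alpha-DG that lacks glycosylation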
iPSC survival up: enhancers of single-cell hiPSC survival, primary screen, ATPlite luminescence. 100% = ROCK inhibitor wells, 0% = DMSO. survival enhancement, % at 20 µM. 0.044% of 360,000 active; in the data active = survival enhancement above about 18%;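 also: cells exposed to compounds for 16 hours before the ATP read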
HTR2A ag: mouse Htr2a agonists via beta-arrestin recruitment, primary screen, cell-based, luminescence | 5-hydroxytryptamine receptor 2A (Mus musculus), P35363 | CHO-K1 mHTR2A beta-arrestin complementation; percent of 30 µM serotonin response | activation, % at 7.6 µM | 0.66% of 360,000 active | AID 624169, 2012;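 active = activation above a run cutoff, the mean activation of all tested compounds plus 3 SD, cut at about 14% in these data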;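 also: 0% = plate median of compound wells and 100% = 30 µM serotonin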
MC4R ag barr: MC4R agonists recruiting beta-arrestin, primary screen, cell-based, luminescence, agonist arm of biased-ligand search; U2OS MC4R beta-arrestin complementation; percent of melanotan II response, DMSO zero; Melanocortin receptor 4 (Homo sapiens), P32245; activation, % at 8.9 µM; 0.98% of 360,000 active;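 active = activation above a per-plate cutoff, the mean activation of sample wells on that plate plus 3 SD, cut at about 8% in these data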
Starred values were filed as active, the others as inactive; · = no result given.

SMILES	ABCB6 inh 2	ABHD5 PLIN5 PPI	N-glyco inh	MC4R antag cAMP	Exocytosis inh	H9c2 protect	aDG glyco up	iPSC survival up	HTR2A ag	MC4R ag barr
COc1cc(C(c2c(C)n(C)n(-c3ccccc3)c2=O)c2c(C)n(C)n(-c3ccccc3)c2=O)cc(Br)c1O	96	4	2	12	1	2	-0.1	0.2	0	-1.3
Cc1c(C(=O)NCc2ccc(F)cc2)sc(=O)n1Cc1ccc(C(=O)c2ccccc2)cc1	102	-3	-7	7	0	0	0.1	2.8	-2	-0.2
CCCCCn1c(N2CCC(C(N)=O)CC2)nc2c1c(=O)[nH]c(=O)n2C	94	-3	2	-6	2	4	-0.1	0.1	7	0.0
CCC1(c2ccc(F)cc2)NC(=O)N(CC(=O)Nc2ccc(N3CCCCC3)cc2)C1=O (stereo not drawn)	102	-1	3	10	26	-2	0.7	-0.1	2	-3.9
COC(=O)c1cc(NC(=O)CSc2nnc(N)s2)ccc1Cl	96	4	3	10	-3	4	0.3	-0.8	1	0.0
COCCn1c(=NC(C)=O)sc2cc([N+](=O)[O-])ccc21	99	-6	0	1	0	3	-0.1	-0.2	-4	-2.7
Cc1ccc(S(=O)(=O)NCC(=O)OCC(=O)Nc2cccc(S(=O)(=O)NC3=NCCCCC3)c2)cc1C	96	0	1	13	0	3	0.0	0.0	-1	-1.2
C=CCn1c(-c2ccccc2)c[nH]c1=S	99	-13	-1	-2	-1	-6	0.7	-4.7	-5	-1.5
Cc1ccc(CN(C)C(=O)c2cccc(S(=O)(=O)N3CCc4ccccc43)c2)cc1	97	13	-4	3	2	-3	0.1	0.4	-6	-0.4
Oc1ccccc1/C=N/NC1=NCCCCC1	99	5	-5	4	5	-1	0.0	-2.3	0	-1.6
O=C(O)/C=C/C(=O)N1CCN(C(=O)/C=C/C(=O)O)CC1	99	9	1	3	-4	10	-0.1	-0.2	2	-1.2
CC(C)(C)C(=O)CN1CCN(C2c3ccccc3-c3ccccc32)CC1	98	3	0	12	-3	7	0.3	-0.2	-2	2.6
COc1cc(NC(=O)c2ccccc2F)ccc1NC(=O)c1ccccc1Cl	105	6	-1	12	-4	4	0.7	0.7	0	-2.0
Cc1cc(Cl)ccc1OCC(=O)Nn1c(C)ccc1C	102	3	3	5	0	-2	-0.4	2.8	-2	0.9
CN(C)c1ccc(C(=O)OCc2ccccc2)cc1	100	-3	-10	-3	3	-18	-0.2	1.1	-4	-0.4
Cc1cc(C)c(S(C)(=O)=O)c(Oc2ccccc2C)n1	106	8	2	19	3	3	0.3	-1.5	3	-0.5
O=Cc1ccc(Cl)c(Cl)c1	101	-4	0	2	1	5	-0.2	5.1	-3	-0.9
Cc1ccc(C)c(N2CCN(S(=O)(=O)c3ccc(-c4cc(C)no4)s3)CC2)c1	104	-6	-1	4	1	-6	-0.4	-0.6	-2	-2.3
CC(=O)NCC(O)c1ccc([N+](=O)[O-])cc1 (stereo not drawn)	99	-2	4	2	12	-2	-0.1	-0.2	10	-2.5
CCOc1ccccc1NC(=O)CCNS(=O)(=O)c1cccc2nsnc12	84	-6	3	-4	16	2	0.0	0.3	-4	-2.5
CC1=C(C(=O)N(C(C)C)C(C)C)CC(CC(=O)NC(c2ccccc2)c2ccccc2)C(=O)N1Cc1ccc(F)cc1 (stereo not drawn)	98	-10	-3	·	3	1	-0.1	-1.6	1	·
CC(=O)Nc1ccc(S(=O)(=O)N2CCC(N3CCCC3)CC2)cc1	100	0	-2	13	-1	2	0.2	-0.3	0	-1.3
Cc1cnc(NC(=O)COc2cccc3c2OC(C)(C)C3)s1	91	-2	-11	1	-2	4	0.1	-0.6	-3	-0.9
CCc1ccc(NS(=O)(=O)c2cc(OC)ccc2OC)cc1	99	-2	3	-8	0	-6	0.0	8.2	-2	1.7
CCCNC(=O)COC(=O)c1cc2c(=O)n3ccccc3nc2s1	102	-1	4	12	0	2	-0.3	1.8	3	-2.5
CCN(CC)S(=O)(=O)c1cccc(C(=O)OCC(=O)Nc2ccccc2OC(F)F)c1	97	-2	0	6	-4	5	1.9	-1.7	1	2.5
COc1ccc(CCNC(=O)c2cccc3ccccc23)cc1OC	94	0	2	7	0	6	0.0	-0.7	-1	-1.8
COc1ccc(C2Nc3ccccc3C(=O)N2NS(=O)(=O)c2ccc(C)cc2)c(OC)c1 (stereo not drawn)	97	3	3	6	24	0	-0.1	-0.4	-1	-1.6
COc1cccc(NC(=O)CNC(=O)c2cccs2)c1	·	7	4	-3	1	2	0.1	-0.7	-3	-0.2
CC(=O)NCCc1nc(-c2ccc(Cl)cc2)no1	94	-5	2	15	-4	-2	0.5	2.4	1	0.9
Cc1ccc(C(=O)Nc2cccc(-c3ccc(N4CCOCC4)nn3)c2)cc1	93	4	-5	7	-2	-6	-0.1	-0.5	-5	0.4
N#Cc1c(-c2ccc(Br)cc2)nc2n(c1=O)CCCS2	97	3	-5	0	-1	-6	0.4	-0.5	6	0.2
Cc1cccc(-c2nnc(SCC(=O)NC3CC3)n2C)c1	103	0	5	14	-2	3	-0.2	0.5	6	-2.4
Cc1cccc(CS(=O)(=O)Cc2ccc(C(=O)NCc3ccco3)o2)c1	106	-1	-1	24	-2	0	-0.2	-0.7	1	0.9
CCCNc1c(NC(=O)C2CCC(C)CC2)c(=O)oc2ccccc12 (stereo not drawn)	100	1	0	7	-2	-1	-0.3	-0.4	-2	-1.5
COc1ccccc1NC(=O)CCNS(=O)(=O)c1ccc2c(c1)CC(C)N2C(=O)C1CC1 (stereo not drawn)	89	2	0	1	1	1	0.4	-0.5	-7	-2.8
CCN(CC)C(=O)C1CCN(Cc2ccc(OCc3ccccc3)cc2)CC1	92	0	-3	7	13	-1	0.3	-0.6	-4	-1.2
CC(C)CC(=O)N1CCN(Cc2ccc(Br)cc2)CC1	100	2	-3	15	-3	-1	0.2	-0.4	7	0.0
COc1ccc(NC(=O)c2c(C)noc2C)cc1S(=O)(=O)N1CCCCC1	93	4	2	3	1	-1	0.0	0.4	2	-2.5
Cc1ccc(OCC(=O)N2CCN(S(=O)(=O)c3ccc(Cl)cc3)CC2)c([N+](=O)[O-])n1	90	2	1	1	0	1	-0.1	-1.4	0	-2.2
COc1ccccc1NC(=O)C(C)NS(=O)(=O)c1ccc(Cl)cc1 (stereo not drawn)	98	-2	-1	3	-6	7	0.3	-1.2	-7	-1.9
O=C(CSc1ccccc1F)NNC(=O)c1cncc(Br)c1	104	4	2	4	1	7	-0.1	-0.7	3	0.1
CC(Nc1nc(-c2ccc(F)cc2)cs1)c1nc2cc(Cl)c(Cl)cc2n1CCOCCO (stereo not drawn)	96	3	8	7	-11	-1	0.1	-0.8	2	1.1
O=C(Nc1ccccc1)O/N=C1/CCCc2occc21	95	-4	0	8	-3	17	0.0	-0.5	4	-1.6
O=C(CSc1ccc(-c2ccco2)nn1)N1CCCCCC1	97	18	1	11	1	-20	-0.4	0.1	0	-1.4
Cc1ccc(-c2nnn(CC(=O)N(CC(=O)NC3CCCCC3)c3ccccc3F)n2)o1	99	-2	-1	12	-5	1	1.1	-0.6	3	-0.7
Cc1ccc(CNS(=O)(=O)c2ccc(C(C)(C)C)cc2)n1C	99	5	0	11	-7	-3	0.2	0.2	-8	-0.9
N#Cc1cccc(NS(=O)(=O)c2ccc(S(=O)(=O)N3CCOCC3)cc2)c1	99	-6	0	0	1	-1	-0.2	-0.5	-1	-2.9
O=C(CSc1nc2ccccc2o1)N1c2ccccc2Sc2ccc(C(F)(F)F)cc21	99	-7	-6	9	2	-4	0.0	-2.7	0	-0.2
COc1ccccc1-c1c(C)oc2c(CN3CCN(CCO)CC3)c(O)ccc2c1=O	100	2	3	11	0	19	-0.1	1.3	-4	0.7
O=C(NCc1ccco1)C(c1ccc(F)cc1)N(C(=O)Cc1cccs1)c1cccnc1 (stereo not drawn)	94	-5	1	5	-6	-4	0.0	3.1	-2	-1.6
COc1cccc2c(=O)n(CC(=O)N3CCc4ccccc43)ccc12	91	-5	0	14	4	-3	0.5	-0.3	2	1.9
CCOCCCNC(=O)c1cc2c(=O)n3cccc(C)c3nc2n1C	100	3	4	-14	-4	20	0.0	-2.0	3	-1.0
O=C(N/N=C/c1ccc(F)cc1)c1cccc(NC(=O)c2ccccc2Cl)c1	96	-6	0	11	12	12	0.1	-0.3	-1	-1.8
O=C(c1cccc(Cl)c1)N1CCCc2ccccc21	97	-6	1	1	-4	-1	-0.1	-0.5	3	-1.3
CC(C)NC(=O)C1(C)CSCC(=O)N1Cc1cccc(C(F)(F)F)c1 (stereo not drawn)	·	3	·	·	11	·	0.0	·	-3	·
CC1CCCC(C)N1C(=O)CSc1nc2ccccc2c(=O)[nH]1 (stereo not drawn)	101	0	-2	23	-5	70*	-0.1	-0.4	0	-1.8
Cc1ccccc1CNC(=O)c1csc([C@H]2C[C@H](O)[C@@H](CO)O2)n1	99	-5	0	12	-1	4	-0.3	-1.2	1	0.4
CCCc1cc(=O)[nH]c(SCC(=O)NC2CCCCCCC2)n1	94	2	1	2	0	2	-0.4	0.0	2	-1.1
Cc1cc(C(=O)NNC(=S)NCC2CCCO2)cs1 (stereo not drawn)	96	1	-2	9	-6	2	-0.1	-1.4	-2	-1.2

Further structures follow:
SMILES	ABCB6 inh 2	ABHD5 PLIN5 PPI	N-glyco inh	MC4R antag cAMP	Exocytosis inh	H9c2 protect	aDG glyco up	iPSC survival up	HTR2A ag	MC4R ag barr
O=C(N/N=C1\CCCCc2ccccc21)c1ccccn1	105	8	0	3	-1	-7	0.3	-2.6	7	3.1
CCOc1ccc(N(C(=O)c2cnsn2)C(C(=O)NC2CCCCC2)c2ccncc2)cc1 (stereo not drawn)	107	-5	2	7	2	9	-0.1	-0.4	2	-1.9
COc1ccc(OCC(=O)NNC(=S)NC(=O)C2CCCCC2)cc1	98	-10	3	16	1	8	0.4	-0.3	4	-3.1
CC(=O)Nc1cc(S(=O)(=O)Nc2ccccc2)c(C)cc1C	96	7	-1	12	-2	-6	-0.1	-1.2	2	0.5
CCCNC(=O)C1(C)CCCN(Cc2ccc(C)cc2)C1 (stereo not drawn)	94	-4	1	13	-4	6	0.1	-0.3	-1	-2.3

Source: PubChem BioAssay (several laboratories)

An unsorted share of the library; 4.5% or so of the library scored in one or more.
